Screens as filed in PubChem.
Lipid droplet: inhibitors of hepatocyte lipid droplet formation, primary screen, imaging, high-throughput imaging, BODIPY stain | AML12 mouse hepatocytes, oleate lipid droplets | inhibition, % at 6.5 µM | 240,000 compounds, 0.4% hits;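 active = lipid droplet intensity inhibited by at least 50%, with more than 500 cells counted; inconclusive = wells with under 300 cells, treated as cytotoxic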
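Material: mouse AML12 hepatocyte cell line, fixed after treatment; Timing: compound with oleate, overnight; Technique: high-content imaging of BODIPY-stained droplets and DAPI nuclei; Probe or stimulus: oleate, 100 µM final; Dosing: compound at 6.5 µM only.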
AID2073: inhibitors of Mint1-CaV2.2 protein interaction, biochemical, HTRF (AID 2073) | Voltage-dependent N-type calcium channel subunit alpha-1B (Homo sapiens) | HTRF protein-protein interaction, Mint1-CaV2.2; higher % means a stronger effect | inhibition, % at 20 µM; hits with a dose series show IC50 in µM | 290,000 compounds, 0.19% hits; in the data active = inhibition mostly above about 51%, no sharp cut-off; inconclusive = no clear call, values can overlap the other calls; inactive = mostly below about 53%; note: some results filed as inactive read as strong as hits
HEK293 NOD2/NF-kB: NOD2 signaling inhibitors, cell-based, luminescence, uHTS, HEK293 (AID 1566) | HEK293 NOD2/NF-kB luciferase reporter, luminescence; higher % means a stronger effect | inhibition, % at 4 µM; hits with a dose series show EC50 in µM | 290,000 compounds, 0.63% hits; note: many of its hits are not listed in these tables
XIAP antagonists: XIAP antagonists, biochemical, IAP family, fluorescence polarization (AID 1018); XIAP BIR domain, fluorescence polarization peptide displacement; higher % means a stronger effect; displacement, % at 20 µM, or IC50 in µM where a hit was titrated; 200,000 compounds, 0.007% hits; in the data active = displacement above about 50%; note: a part of the inactive calls stands beside numbers as strong as those of hits
LYP inhibition: inhibitors of LYP phosphatase, biochemical, fluorescence intensity, uHTS (AID 1779) | Tyrosine-protein phosphatase non-receptor type 22 (Homo sapiens) | recombinant LYP phosphatase, fluorescence intensity; higher % means a stronger effect | inhibition, % at 11.5 µM; hits with a dose series show IC50 in µM | 290,000 compounds, 0.054% hits;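 note: plate controls were vehicle with enzyme for no effect and no enzyme for full effect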
NS5 inhibitors: Dengue-2 NS5 methyltransferase inhibitors, primary screen, biochemical, confirmation dose response (AID 588689). Genome polyprotein (Dengue virus type 2 (strain 16681-PDK53)). Dengue-2 NS5 methyltransferase capping enzyme assay, biochemical; higher % means a stronger effect. 340,000 compounds, 0.3% hits. inhibition, % at 25 µM; hits with a dose series show IC50 in µM; in the data active = a potency from the dose series; inconclusive = inhibition above about 29% without an active follow-up result
Myeloid diff MLP: induction of myeloid progenitor differentiation, primary screen, cell-based, flow cytometry, MLPCN library | ER-HoxA9 myeloid progenitors, lysozyme-GFP differentiation | 360,000 compounds, 1% hits | calls only at 10 µM | AID 624256, 2012;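 active = normalized GFP-positive differentiation at or above the plate's own cutoff, the solvent-only control mean plus 3 SD; inconclusive = no clear call, values can overlap the other calls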;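 note: cells exposed to compound for four days before flow analysis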
HIV peptide binding: inhibitors of HIV fusion peptide binding, primary screen, biochemical, uHTS, fluorescence dequenching (AID 1986); inhibition, % at 20 µM, or IC50 in µM where a hit was titrated; 290,000 compounds, 0.3% hits; cell-free peptide binding, fluorescence dequenching, 30 min; higher % means a stronger effect; in the data active = inhibition mostly above about 52%, no sharp cut-off; inactive = mostly below about 76%; note: some results filed as inactive read as strong as hits
Siah-1 displacement: Siah-1 peptide-binding antagonists, primary screen, biochemical, fluorescence polarization, rhodamine-plectin, uHTS (AID 1817) | displacement, % at 20 µM; hits with a dose series show IC50 in µM | 290,000 compounds, 0.02% hits | E3 ubiquitin-protein ligase SIAH1 (Homo sapiens) | Siah-1 / rhodamine-plectin peptide fluorescence polarization; higher % means a stronger effect;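 active = displacement of at least 50% at 20 µM, with a fluorescence ratio check between 0.3 and a set limit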;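 note: plate controls were Siah plus tracer with DMSO for no effect and tracer alone without Siah for full effect; strong numbers were not always called active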
Lipid droplet cells 6.5 µM: also measured in Lipid droplet; calls as there; cell count; measured here: cell count, cytotoxicity flag;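 cells counted across two imaged fields per well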
NS5 inhibitors pilot replicate: further read-out of NS5 inhibitors, marked with its call; inhibition, %; measured here: pilot screen replicate inhibition
Myeloid diff MLP GFP+ MAC1+ %: second read-out of Myeloid diff MLP, no call of its own (marks repeat the call); GFP+ MAC1+ double positive, %; measured here: differentiation confirmed by MAC1 staining
* = called active by the depositor; i = inactive; ? = inconclusive; . = no result given. Cut-off read from the data, not from the text of the source, unless noted: active = inhibition above about 50%; inactive = the rest. Not all compounds are listed; rates above refer to the full screens.

SMILES	Lipid droplet	Lipid droplet cells 6.5 µM	AID2073	HEK293 NOD2/NF-kB	XIAP antagonists	LYP inhibition	NS5 inhibitors	Myeloid diff MLP	Myeloid diff MLP GFP+ MAC1+ %	HIV peptide binding	Siah-1 displacement	others
O=C(CN(C(=O)c1csnn1)c1cccc(C(F)(F)F)c1)NC1CCCC1	-3	825	-5%	-16%	.	-6%	-7%	i	0.8	0.2%	-2%
O=C(N/C(=C\c1ccc([N+](=O)[O-])cc1)C(=O)N1CCOCC1)c1ccccc1	-12	729	23%	6%	-7.3%	7%	2%	i	0.2	0.3%	-1%
CCOC(=O)c1c(NC(C)=O)sc2c1CCCNC2=O	.	.	7%	-6%	-1.6%	0%	0%	i	0.8	0.1%	-2%
Cc1cc(Cl)ccc1NS(=O)(=O)c1c(C)[nH]c(=O)[nH]c1=O	3	826	7%	-5%	.	-2%	-6%	i	1.1	1.3%	-1%
O=C(COC(=O)C1CCN(S(=O)(=O)c2cccc3cccnc23)CC1)c1ccc([N+](=O)[O-])cc1	4	622	-46%	18%	-1.8%	1%	-8%	i	1.0	-1.5%	1%
COCCn1c(=O)[nH]c(=O)c2c(C(F)(F)F)cc(-c3cccs3)nc21	10	606	18%	-3%	-0.3%	-41%	6%	i	0.4	-2.1%	2%
COc1ccc(/C=C/C(=O)c2cc(Cl)ccc2O)c(OC)c1	-11	754	16%	-7%	.	6%	4%	i	0.1	-2.1%	-1%
Cc1[nH]nc(-c2ccc(OCc3cnn(-c4ccccc4)c3)cc2O)c1Oc1ccc(F)cc1	.	.	34%	16%	-6.7%	5%	3%	i	1.0	0.1%	0%
COc1ccccc1NC(=O)N1CCCC(CNC(=O)c2ccccc2Cl)C1 (centres undefined)	-3	737	6%	7%	.	-8%	-13%	i	1.4	-1.3%	1%
Cc1ccc(C)c(S(=O)(=O)Nc2ccc3sc(C)nc3c2)c1	-6	724	6%	19%	19%	0%	-5%	i	2.0	2.5%	2%
COc1cc2c(cc1O)CCN(C(=O)c1ccco1)C2C (centres undefined)	16	785	-7%	5%	-7.9%	-15%	-3%	i	0.7	0.5%	2%
Cc1ccccc1N(CC(=O)NC1CCCC1)C(=O)C1(C)CC(=O)N=C2C=CC(Cl)=CN21 (centres undefined)	16	816	17%	7%	.	-16%	-5%	i	0.3	-1.6%	-2%
O=C(O)c1cccc(Cn2c(Cl)c(/C=N/NC(=O)c3ccccc3O)sc2=O)c1	1	714	-12%	26%	.	2%	6%	i	1.3	28%	4%
O=C(NCCCNC(=O)c1ccco1)c1ccc(F)cc1	7	798	8%	-2%	.	-12%	-7%	i	1.1	1.1%	6%
COc1ccc(OC)c(S(=O)(=O)N2CCCC(C)C2)c1 (centres undefined)	-12	709	13%	18%	-7.5%	-2%	-3%	i	1.5	1.5%	9%
Cc1nnc(SCC(=O)c2cc(C)n(-c3c(C)n(C)n(-c4ccccc4)c3=O)c2C)s1	.	.	-2%	4%	0.9%	-9%	0%	i	3.7	52%	3%
Cc1noc(/C=C/N(C)C)c1S(=O)(=O)N1CCCC(C(=O)NCCC2=CCCCC2)C1 (centres undefined)	44	794	5%	-19%	.	8%	0%	i	1.1	1.4%	9%
COC(CNC(=O)Cc1c(C)nc2c(-c3ccccc3)c(C)nn2c1C)OC	-3	702	35%	21%	-3.1%	-6%	-8%	i	0.2	3.7%	8%
CCOC(=O)C1=C(CSc2nccn2C)NC(=O)NC1c1ccc2c(c1)OCO2 (centres undefined)	-7	751	12%	-3%	-1.3%	-8%	-10%	i	1.4	0.4%	-4%
CCc1nn(C(C)C(=O)NC2CCCCCC2)c(=O)c2cc3occc3n12 (centres undefined)	3	645	8%	7%	.	-4%	-1%	i	0.3	-1.2%	2%
CCCN1CCc2[nH]c(=S)[nH]c(=O)c2C1	-6	676	5%	8%	-5.7%	-7%	-1%	i	0.3	-1.6%	0%
CCOC(=O)c1ccc(NC(=O)CCc2nc(-c3ccccc3)no2)cc1	.	.	-8%	30%	-2.4%	-3%	1%	i	1.9	-1.0%	0%
Oc1ccc(/C=N/N=C/c2ccc(O)c(O)c2)cc1O	-16	781	2%	1%	.	-8%	17%	i	0.4	22%	54%
CCCCOc1ccc(CNC(=S)N/N=C/c2ccc(OC)c(OC)c2)cc1	13	814	9%	-4%	-4.6%	-6%	1%	i	0.7	-1.9%	-4%
Cc1ccc(-n2cc(-c3ccccc3)c3c(=O)[nH]cnc32)cc1	0	614	-3%	-8%	-1.3%	10%	3%	i	0.3	-2.9%	1%

Four neighbouring compounds already listed, for reference:
SMILES	Lipid droplet	Lipid droplet cells 6.5 µM	AID2073	HEK293 NOD2/NF-kB	XIAP antagonists	LYP inhibition	NS5 inhibitors	Myeloid diff MLP	Myeloid diff MLP GFP+ MAC1+ %	HIV peptide binding	Siah-1 displacement	others
O=C(CN(C(=O)c1csnn1)c1cccc(C(F)(F)F)c1)NC1CCCC1	-3	825	-5%	-16%	.	-6%	-7%	i	0.8	0.2%	-2%
O=C(N/C(=C\c1ccc([N+](=O)[O-])cc1)C(=O)N1CCOCC1)c1ccccc1	-12	729	23%	6%	-7.3%	7%	2%	i	0.2	0.3%	-1%
CCOC(=O)c1c(NC(C)=O)sc2c1CCCNC2=O	.	.	7%	-6%	-1.6%	0%	0%	i	0.8	0.1%	-2%
Cc1cc(Cl)ccc1NS(=O)(=O)c1c(C)[nH]c(=O)[nH]c1=O	3	826	7%	-5%	.	-2%	-6%	i	1.1	1.3%	-1%

Further structures
SMILES	Lipid droplet	Lipid droplet cells 6.5 µM	AID2073	HEK293 NOD2/NF-kB	XIAP antagonists	LYP inhibition	NS5 inhibitors	Myeloid diff MLP	Myeloid diff MLP GFP+ MAC1+ %	HIV peptide binding	Siah-1 displacement	others
O=c1[nH]c2ccccc2c2nc3ccccn3c12	.	.	23%	2%	2.7%	-5%	-6%	i	1.8	2.1%	4%
CCc1ccc(N(CC(=O)Nc2ccccc2C(=O)N2CCCC2)S(C)(=O)=O)cc1	23	668	6%	10%	.	-7%	1%	i	0.8	-0.9%	0%
CCN(C(=O)COC(=O)c1ccc(OCc2c(C)noc2C)cc1)c1ccccc1	-13	751	-3%	5%	-3.0%	2%	.	i	0.5	0.3%	4%
O=C(NCCCn1ccnc1)c1ccccc1Cl	2	708	2%	0%	.	-11%	0%	i	0.4	2.4%	4%
CC/C(=N/O)c1cnnc(SC)n1	-7	646	3%	13%	-56%	-6%	-1%	i	1.0	-1.7%	-8%
CCOc1ccc(S(=O)(=O)Nc2ccc(S(=O)(=O)N3CCCCC3)cc2)cc1	.	.	3%	-12%	-19%	-4%	2%	i	0.9	0.8%	-3%	NS5 inhibitors pilot replicate=1.5
Cn1c(=O)c2c(nc(NCc3ccc4c(c3)OCO4)n2Cc2ccccc2F)n(C)c1=O	.	.	-10%	16%	-3.5%	-4%	1%	i	0.8	-5.2%	-2%
CC1CCCCC1NC(=O)c1ccc(NC2=NC3CS(=O)(=O)CC3S2)cc1 (centres undefined)	12	727	3%	-15%	.	-8%	-1%	i	2.1	-1.1%	-6%
C/C(=N\NC(=O)C(C)Sc1ccccc1)c1ccc([N+](=O)[O-])cc1 (centres undefined)	0	830	8%	15%	.	-10%	-2%	i	0.3	1.7%	11%
O=C(CSc1nnc(SCc2ccc(Cl)cc2)s1)N1CCN(C(=O)c2ccco2)CC1	0	680	7%	-8%	-1.8%	2%	1%	i	0.8	1.4%	-3%
Cc1cc(C)c(S(=O)(=O)N2CCC(C(=O)NCc3ccncc3)CC2)c(C)c1	11	817	-2%	10%	.	-8%	3%	i	0.8	0.6%	6%
Cc1ccc(NC(=O)N/C=C/c2ccco2)cc1C	.	.	-4%	16%	-1.6%	-1%	-3%	i	2.1	-3.3%	7%
CCCOc1ccccc1C1CC(=O)Nc2cc3c(cc21)OCO3 (centres undefined)	-159	332	-2%	19%	-2.5%	0%	.	?	.	-1.5%	2%
O=C(O)c1cccc(N2C(=O)/C(=C/c3ccc(SCc4ccc(Cl)cc4)o3)SC2=S)c1	25	699	10%	8%	-7.2%	-3%	-88%	i	0.5	63%*	12%
Cc1ccc(NC(=O)Nc2cccs2)cc1	0	726	10%	-108%	0.4%	-9%	-12%	i	1.6	2.0%	0%
Cc1ccccc1NC(=S)N1CCCC(c2nc3ccccc3[nH]2)C1 (centres undefined)	1	680	-14%	10%	-0.4%	-5%	-3%	i	0.0	-1.5%	0%
CC(=O)c1ccc(OCc2ccccc2)c(C)c1O	5	752	-1%	-7%	-8.3%	0%	-5%	i	0.4	-1.9%	6%
COC(=O)CSc1nc2sc3c(c2c(=O)n1-c1ccc(OC)cc1)CCN(C)C3	0	802	-4%	7%	.	-5%	-9%	i	0.5	1.3%	-2%
C[C@H]1[C@H](C)CC[C@]2(C(=O)O)CC[C@]3(C)C(=CC[C@@H]4[C@@]5(C)C[C@@H](O)[C@H](O)C(C)(C)[C@@H]5CC[C@]43C)[C@H]12	-4	668	45%	8%	-1.2%	-5%	-1%	i	2.0	0.8%	2%
Cc1ccc(C(=O)NC2CCN(CCCC(=O)c3ccc(F)cc3)CC2)cc1	-8	850	-3%	-3%	.	-6%	4%	i	0.3	-0.2%	4%
COc1ccc(C(=O)NC(=S)SCC(=O)O)cc1	0	684	-10%	4%	.	-1%	-18%	i	0.9	1.0%	-2%
CC(C)Oc1ccc(CNCC2(O)CCOC(C)(C)C2)cc1 (centres undefined)	-7	713	20%	15%	-1.7%	-1%	-10%	i	0.5	0.8%	8%
CCOC(=O)c1c(C)[nH]c(C(=O)OCC(=O)NC2CCS(=O)(=O)C2)c1C (centres undefined)	.	.	1%	2%	-18%	-3%	-7%	i	0.9	-1.9%	4%
CC(C)[C@H](NC(=O)N1CCn2c1nc1ccccc12)C(=O)NCc1ccco1	4	679	14%	-5%	.	-13%	-2%	i	0.2	0.4%	4%
CC1CCCCN1C(=O)Cc1ccc(Cl)cc1 (centres undefined)	4	700	-3%	-38%	-0.1%	-9%	2%	i	0.8	-0.9%	-4%
Cc1ccccc1-c1noc(CCC(=O)NC2CCCCC2)n1	12	815	-6%	10%	.	-4%	2%	i	0.7	-1.1%	5%
O=S(=O)(c1ccccc1)N1CCN(CCc2ccccc2)CC1	-5	768	10%	1%	.	-8%	-5%	i	0.3	-0.7%	-6%
COc1ccc(CNS(=O)(=O)c2ccc3c(c2)NC(=O)CS3)cc1	2	774	3%	19%	.	-11%	8%	i	2.5	-0.9%	0%
